HDAC3 inh: human HDAC3 inhibition; AID 2718; inhibition, % at 8.3 µM; 320,000 compounds, 0.15% hits; recombinant HDAC3, fluorogenic peptide/trypsin coupled, fluorescence; in the data active = inhibition above about 26%, passing the limit was not always enough
Target sequence (O15379 whole entry, looked up): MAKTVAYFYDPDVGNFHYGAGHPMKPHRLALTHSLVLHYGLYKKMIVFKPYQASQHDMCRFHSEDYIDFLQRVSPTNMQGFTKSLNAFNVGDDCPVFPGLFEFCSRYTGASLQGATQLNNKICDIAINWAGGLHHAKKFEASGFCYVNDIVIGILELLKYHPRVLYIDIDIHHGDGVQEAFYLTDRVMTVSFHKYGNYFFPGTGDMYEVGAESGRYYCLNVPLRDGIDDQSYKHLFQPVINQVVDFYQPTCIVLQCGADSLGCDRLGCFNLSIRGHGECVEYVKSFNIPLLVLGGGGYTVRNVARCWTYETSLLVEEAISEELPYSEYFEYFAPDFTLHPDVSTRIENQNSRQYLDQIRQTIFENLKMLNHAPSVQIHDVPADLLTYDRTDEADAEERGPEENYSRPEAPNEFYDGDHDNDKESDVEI
TMEM16A act: mouse TMEM16A channel activation, primary screen; 340,000 compounds, 0.3% hits; Q8BHY3; B-score at 10 µM; HEK293 TMEM16A/YFP-H148Q/I152L, iodide quench fluorescence; stronger effect = lower value;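 active = fluorescence-ratio B-score plate-corrected deviation score at least 3 library SD below zero, with starting fluorescence score within 5 deviations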;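 note: channel opened by trigger with iodide after compound preincubation; score built on the fluorescence ratio of max minus min over baseline; more negative score means more quench and so TMEM16A activation or potentiation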
KCNK9 inh: human KCNK9 channel inhibition. AID 488922. 310,000 compounds, 1.2% hits. HEK293 KCNK9, FluxOR thallium flux fluorescence; stronger effect = lower value. B-score at 10 µM;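 active = ratio B-score over 3 SD below the library mean, with starting fluorescence within 5 SD of its mean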;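 note: negative B-score means less thallium flux so channel inhibition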
TMEM16A inh: blocks the mouse calcium-activated chloride channel TMEM16A | 310,000 compounds, 1.2% hits | normalized B-score (activity score, 25-100; higher = stronger inhibition) at 10 µM | HEK293 TMEM16A/YFP iodide influx fluorescence, ionomycin | Q8BHY3;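 active = ratio plate-corrected score three or more library SD toward inhibition, starting fluorescence score within five deviations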;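 note: score derived from kinetic fluorescence span divided by baseline fluorescence per well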
KCNQ1 act: potentiates or activates the human KCNQ1 potassium channel | P51787 | CHO-K1 KCNQ1, thallium flux FluxOR fluorescence; stronger effect = higher value | B-score at 10 µM | 310,000 compounds, 0.35% hits | AID 2648;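 active = fluorescence ratio B-score, a plate-corrected score, at least three library SD, with initial intensity B-score within 5 SD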
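assay system = CHO-K1 cells stably expressing KCNQ1 | medium = assay buffer, equal DMSO in all wells | timing = 37 °C overnight plating, 90-min dark dye load, 20-min compound pretreatment | measured by = kinetic FluxOR thallium fluorescence, 10-s 1-Hz baseline, 110-s post-stimulus read | measure = fluorescence change relative to baseline, converted to B score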
RGS4 block: inhibitors of human RGS4; HEK293 M3R/RGS4 inducible, Fluo-4 calcium flux; stronger effect = higher value; triggered by carbachol at its EC20; B-score at 10 µM; 310,000 compounds, 0.45% hits; AID 463165;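 active = B-score, a plate-corrected calcium signal, over three deviations above library mean, with baseline fluorescence within five deviations of library mean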;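 note: RGS4 expression induced by doxycycline in cells with stable M3 receptor; B-score is computed from the integrated fluorescence ratio over baseline after carbachol; higher B-score means a larger calcium signal and so more RGS4 inhibition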
Target sequence (P49798 whole entry, looked up): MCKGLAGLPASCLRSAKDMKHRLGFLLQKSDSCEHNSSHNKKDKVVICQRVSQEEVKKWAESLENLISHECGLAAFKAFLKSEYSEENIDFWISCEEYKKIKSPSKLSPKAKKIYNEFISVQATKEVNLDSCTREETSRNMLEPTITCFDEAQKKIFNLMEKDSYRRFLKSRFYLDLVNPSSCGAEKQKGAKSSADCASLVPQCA
KCNQ1 inh: inhibitors of human KCNQ1 potassium channel; B-score at 10 µM; AID 2642; CHO-K1 KCNQ1, FluxOR thallium flux fluorescence; stronger effect = higher value; 310,000 compounds, 1.3% hits; P51787;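 active = compounds whose thallium flux B-score, printed positive for inhibition, exceeds three library SD while starting fluorescence stays within three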;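 note: channel opened by potassium depolarization with thallium stimulus after 20 min compound exposure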
hERG protect: hERG (human) protection from proarrhythmic block; Q12809; CHO-hERG, FluxOR thallium flux, dofetilide IC70 present; activation (rescue from dofetilide block), less the hit threshold, % at 10 µM; 310,000 compounds, 0.51% hits; AID 1511;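 active = activation above the mean of controls blocked by dofetilide plus 5 SD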;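 note: thallium influx through hERG after potassium depolarization seen as dye fluorescence rise; in these data hits start at about 4.7%; inactives centre near -7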
RGS4 pot: RGS4 potentiation or activation; 310,000 compounds, 0.92% hits; B-score at 10 µM; HEK293 M3R/inducible RGS4, carbachol calcium flux Fluo4; stronger effect = lower value;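 active = B-score of the integrated calcium signal more than 4 SD below the library mean, with starting fluorescence not abnormally high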;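 note: negative B-score means reduced calcium response which marks RGS4 activation or potentiation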
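Reagent: ECmax carbachol challenge; Test system: M3R-expressing HEK293 line, RGS4 induced by doxycycline; Schedule: overnight RGS4 induction, 30 min dye load 37 °C, 20 min compound RT; Detection: calcium dye Fluo4 fluorescence; Read-out: Agonist-evoked peak-minus-minimum fluorescence over baseline, integrated ratio, B score.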
KCNK3 block: human KCNK3 channel inhibition, primary screen; CHO-KCNK3 thallium flux, FluxOR fluorescence; stronger effect = lower value; O14649; AID 602410; B-score at 10 µM; 340,000 compounds, 0.84% hits;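 active = B-score under library mean minus 4 SD, starting fluorescence ratio at most library mean plus 5 SD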;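 note: more negative B-score means stronger inhibition of thallium flux through KCNK3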
Target sequence (O14649 whole entry, looked up): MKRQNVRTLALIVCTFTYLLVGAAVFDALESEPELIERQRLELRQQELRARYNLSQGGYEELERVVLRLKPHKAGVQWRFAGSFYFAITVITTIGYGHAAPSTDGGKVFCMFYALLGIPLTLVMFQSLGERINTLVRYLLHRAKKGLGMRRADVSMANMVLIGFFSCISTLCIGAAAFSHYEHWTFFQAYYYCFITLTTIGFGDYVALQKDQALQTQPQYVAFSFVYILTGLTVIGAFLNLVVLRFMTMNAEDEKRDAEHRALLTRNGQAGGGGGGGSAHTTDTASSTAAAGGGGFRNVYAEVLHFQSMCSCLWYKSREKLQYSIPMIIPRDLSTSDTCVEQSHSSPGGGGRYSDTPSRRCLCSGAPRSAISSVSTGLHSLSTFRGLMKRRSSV
SKKanGAS inh: blocks kanamycin growth of S. pyogenes SKKanGAS strain; BacTiter-Glo, 6 h; 300,000 compounds, 1.3% hits; inhibition, % at 7.5 µM;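 active = mean replicate score, as percent of positive control median, at least 50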;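 note: strain carries kanamycin resistance gene driven by streptokinase promoter and grows in 40 µg/ml kanamycin; loss of luminescence reflects streptokinase promoter inhibition or plain growth inhibition; 0% = median of DMSO wells and 100% = positive control at its reference dose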
An asterisk follows results filed as active; i = inactive; x = no result given.

SMILES	HDAC3 inh	TMEM16A act	KCNK9 inh	TMEM16A inh	KCNQ1 act	RGS4 block	KCNQ1 inh	hERG protect	RGS4 pot	KCNK3 block	SKKanGAS inh
CN(C)CCCN(C(=O)c1ccc(C(=O)c2ccccc2)cc1)c1nc2cc3c(cc2s1)OCO3	x	i	i	i	i	i	i	-27.3	i	i	2.1
C(=N\Nc1nc(-c2ccccn2)nc2ccccc12)/c1ccccc1	-3.6	x	i	i	i	i	i	-15.5	i	x	98.0*
COc1ccc(OC)c(NC(=O)CN(Cc2ccccc2)S(C)(=O)=O)c1	12.2	i	i	i	i	i	i	-6.1	i	i	1.8
O=C(NCCC1=CCCCC1)c1ccc2c(c1)N(Cc1ccccc1)C(=O)CS2	15.0	i	i	i	i	i	i	-13.0	i	i	13.6
Cn1cccc1C(=O)OCC(=O)Nc1cccc(S(=O)(=O)N2CCOCC2)c1	1.5	i	i	i	i	i	i	-20.9	i	i	-4.8
Cc1cc(NC(=O)c2c(C)noc2C)no1	-3.3	i	i	i	i	i	i	-15.5	i	i	3.1
O=C(c1cccs1)N1CCN(CCCc2ccccc2)CC1	-0.5	i	i	i	i	i	i	-9.7	i	i	-7.9
CCOc1cc(/C=C2\SC(=S)N(NS(=O)(=O)c3ccccc3)C2=O)ccc1O	12.0	i	i	i	i	i	i	-6.4	i	i	23.7
N#C/C(=C\c1cc(O)c(O)c(O)c1)C(N)=O	4.1	i	i	i	i	i	i	-0.3	i	i	4.5
CCN(C(=O)COC(=O)c1sccc1C)c1c(N)n(Cc2ccccc2)c(=O)[nH]c1=O	4.9	i	i	i	i	i	i	-2.7	i	i	2.0
CC1CCN(C(=O)C2c3ccccc3C(=O)N3CCc4ccccc4C23)CC1 (stereo not given)	-1.8	i	i	i	i	i	i	-7.1	i	i	-6.8
CC1=C(C(=O)OC(C)C)C(C2CC=CCC2)NC(=O)N1 (stereo not given)	2.8	i	i	i	i	i	i	-3.6	i	i	-10.6
O=C(Nc1ccccc1N1CCCC1)c1ccccc1Cl	-0.1	i	i	i	i	i	i	-7.7	i	i	-0.2
Cc1ccc(C(C)C)c(OCC(=O)NCC(c2cccs2)N2CCOCC2)c1 (stereo not given)	7.6	i	i	100*	i	i	i	-15.2	i	i	-2.7
Cn1cnnc1SCc1ccc(C#N)cc1Cl	-1.5	i	i	i	i	i	i	1.4	i	i	-3.6
COc1cccc(C2SCC(=O)N2c2cccc(C)c2)c1OC (stereo not given)	-3.7	i	i	i	i	i	i	-5.0	i	i	-3.0
C[C@H](NC(=O)OC(C)(C)C)c1nnc(SCC(N)=O)o1	1.1	i	i	i	i	i	i	-10.1	i	i	3.1
CCC(C)(C)n1nnnc1C(C(C)C)N1CCSCC1 (stereo not given)	-1.3	i	i	i	i	i	i	-5.1	i	i	-2.7
Cc1ccc(NS(=O)(=O)c2ccccc2[N+](=O)[O-])cc1C	3.6	i	i	i	i	i	i	-12.8	i	i	0.8
Cc1ccc(Sc2nc(-c3ccccc3)ccc2C#N)cc1	-7.6	i	i	i	i	i	i	-6.9	i	i	-2.4
CCOc1ccccc1C(=O)NCC(=O)OCCOc1cccc(Cl)c1	-2.0	i	i	i	i	i	i	-15.1	i	-10.1*	19.4
CC(C)(C)c1nnc(NC(=O)c2ccc3c(c2)OCO3)s1	-5.9	i	i	i	i	i	i	-10.0	i	i	3.6
CCOc1ccc(/C=C/C2=NNC(=O)CC2)cc1	11.8	i	i	i	i	i	i	-11.7	i	i	3.1
COc1ccc(C(=O)COC(=O)CNC(=O)c2cccc(OC(F)F)c2)cc1	-6.0	i	i	i	i	i	i	-11.2	i	i	-17.0
CCC(CC)C(=O)c1c[nH]c(C(=O)N2CCN(c3ccc(OC)cc3)CC2)c1	-0.4	i	i	i	i	i	i	-5.8	i	i	1.3
O=C(NCc1ccco1)C(c1cccs1)N(C(=O)C1COc2ccccc2O1)c1cccc(O)c1 (stereo not given)	-4.2	i	i	i	i	i	i	-14.0	i	i	8.0
CN(Cc1c(C(=O)N/N=C/c2cccs2)nnn1-c1nonc1N)c1ccccc1	-0.6	i	i	i	i	i	i	-11.9	i	i	-2.7
CCc1ccc(/C=C/c2c([N+](=O)[O-])c(=O)n(C)c(=O)n2C)cc1	1.0	i	i	i	i	i	i	-8.7	i	i	49.9*
O=C(CNS(=O)(=O)c1ccccc1Br)OCC(=O)N1CCc2ccccc21	0.4	i	i	i	i	i	i	-14.5	i	i	-1.3
CCC(=O)N1CCc2cc(S(=O)(=O)Nc3ccccc3C)ccc21	-1.5	i	i	i	i	i	i	-4.1	i	i	-0.4
CC1CCN(CCCn2c(=S)[nH]c3ccc(N4CCOCC4)cc3c2=O)CC1	10.1	i	i	i	i	i	i	-10.3	i	i	-1.7
COc1ccc(NC(=O)CSc2ccc3c4c(cccc24)C(=O)c2ccccc2-3)cc1	-4.2	i	i	i	i	i	i	-11.9	i	i	6.7
CCCCOC(=O)Nc1ccc(S(=O)(=O)Nc2ccc([N+](=O)[O-])cc2)cc1	7.6	i	i	i	i	i	i	-3.1	i	i	-0.4
CCCCC1(C)NC(=S)N2N1C(=S)NC2(C)CCCC (stereo not given)	12.1	i	i	i	i	i	i	-8.7	i	i	-0.1
CCOc1ccccc1OCC(=O)Oc1ccc(C)c(C)c1	15.9	i	i	i	i	i	i	-2.5	i	i	-2.3
CCOc1ccc(-c2cc(C(=O)OC)nc3c2c(=O)n(C)c(=O)n3C)cc1	-17.9	i	i	i	i	i	i	-9.7	i	i	93.4*
Cc1ccc(NC(=O)CN2CCC(C(=O)c3ccc4c(c3)OCCO4)CC2)cc1	-5.1	i	i	i	i	i	i	-8.1	i	i	2.7
O=C(Nc1ccccc1C(=O)Nc1ccncc1)c1ccccc1	-1.0	i	i	i	i	i	i	-5.1	i	i	0.5
Cc1cccc(C)c1Nc1c(-c2ccccn2)nc2ccccn12	0.3	i	i	i	i	i	i	-19.3	i	i	96.6*
COc1cc(CCC(=O)NNC(=O)c2ccc(Cl)cc2)cc(OC)c1OC	-1.3	i	i	i	i	i	i	0.1	i	i	-1.2
Cc1c(C)n(C(=O)CSc2nc3ccccc3[nH]2)c2ccccc12	-1.6	i	i	i	i	i	7*	0.6	i	i	-13.6
O=C(O)C1C2CCC(O2)C1C(=O)Nc1cccc(Cl)c1 (stereo not given)	2.8	i	i	i	i	i	i	-4.5	i	i	0.6
CCCCN1CCNC[C@@H]1Cc1ccc(O)cc1	-6.2	i	i	i	i	i	i	-5.2	i	i	0.8
O=C1C=C(c2ccccc2)CC(c2ccc(F)cc2)C1 (stereo not given)	7.5	i	i	i	i	i	i	-1.4	i	i	-2.9
O=S(=O)(Nc1ccc(-n2cnnn2)cc1)c1ccc(F)c(F)c1F	0.0	i	i	i	i	i	i	-4.7	i	i	-5.6
COc1ccc(/C=C2/C(=O)N(c3c(F)c(F)c(F)c(F)c3F)N=C2C)cc1	-9.4	i	i	i	i	i	i	-2.4	i	i	0.4
COc1cccc(CC(=O)Nc2ccccc2C(=O)N2CCOCC2)c1	1.1	i	i	i	i	i	i	0.1	i	i	-3.0
O=C(O)C1C2CC2CN1C(=O)c1ccc(Cl)cc1Cl (stereo not given)	-3.4	i	i	i	i	i	i	-2.1	i	i	-6.1
COc1cc(NC(=S)NCCCN(C)C)c(OC)cc1NC(=O)c1ccco1	2.0	i	i	i	i	i	i	-9.4	i	i	-0.1
CCOC(=O)C1=C(O)CSC1=Nc1ccc(C)cc1	-0.9	i	i	i	i	i	i	-5.1	i	i	-7.9
COc1cccc(NC(=O)CC2(CC(=O)O)CCCC2)c1	0.4	i	i	i	i	i	i	-15.7	i	i	4.7
COc1cccc(N2C(=O)[C@H]3C(C(=O)c4cnccn4)=NN[C@H]3C2=O)c1	0.3	i	i	i	i	i	i	-7.2	i	i	0.6
O=C(O)CCCC(=O)NCc1c(Cl)cccc1Sc1ccc(Cl)cc1	1.0	i	i	i	i	i	i	1.7	i	i	9.9
CCc1cccc(NS(=O)(=O)c2c(C)[nH]c(=O)[nH]c2=O)c1	-2.5	i	i	i	i	i	i	-0.7	i	i	2.5
CCOC(=O)C1=C(C)NC(=O)NC1c1ccc(N(C)C)cc1 (stereo not given)	x	i	i	x	i	i	i	-7.2	i	i	-8.5
CC1CCN(S(=O)(=O)c2cccc(C(=O)NC3CCCCC3)c2)CC1	3.7	i	i	i	i	i	i	-5.5	i	i	-1.2
O=C(Cc1ccc(Cl)cc1)NC1CCCN(Cc2ccccc2F)C1 (stereo not given)	-2.1	i	i	i	i	i	i	-5.0	i	i	1.6
Cc1nn(CC(=O)NC(C)c2ccccc2)c(C)c1[N+](=O)[O-] (stereo not given)	-0.7	i	i	i	i	i	i	-7.8	i	i	1.1
CCOc1cc(C(=O)NC(C)COC)cc(OCC)c1OCC (stereo not given)	10.6	i	i	i	i	i	i	-4.4	i	i	-12.5
COc1cccc(CNC(=O)c2ccc(NC(=O)C3=CSCCO3)cc2)c1	-0.2	i	i	i	i	i	i	-3.0	i	i	0.9
The list continues.
SMILES	HDAC3 inh	TMEM16A act	KCNK9 inh	TMEM16A inh	KCNQ1 act	RGS4 block	KCNQ1 inh	hERG protect	RGS4 pot	KCNK3 block	SKKanGAS inh
CCN1CCCC(NC(=O)c2cc([N+](=O)[O-])ccc2OC)C1 (stereo not given)	-2.9	i	i	i	i	i	i	-6.6	i	i	-7.4
COCCNC(=O)COc1ccc(Oc2ccccc2)cc1	0.2	i	i	i	i	i	i	0.9	i	i	-3.4
COc1cccc2c1OCC/C2=N\NC(=O)COc1ccc(C)cc1	4.3	i	i	i	i	i	i	-4.7	i	i	-8.1
O=C(CSc1ccc2ccccc2c1)Nc1ccc(S(=O)(=O)Nc2nccs2)cc1	0.4	i	i	i	i	i	i	-12.3	i	i	35.0
Cc1ccc(C(=O)N2CCN(c3ncccn3)CC2)cc1	-8.8	i	i	i	i	i	i	-11.1	i	i	-4.3
Cc1cccc2[nH]c3c(=O)n(CCN4CCNCC4)cnc3c12	-6.1	i	i	i	i	i	i	-5.1	i	i	-3.2
Cc1ccc(-c2[nH]ncc2/C=N/n2c(COc3ccccc3C)nc3ccccc3c2=O)cc1	2.6	i	i	i	i	i	i	-9.2	i	i	9.6
Cc1c(NC(=O)C2CCCCC2)cc(C(=O)N2CCOCC2)cc1[N+](=O)[O-]	-2.2	i	i	i	i	i	i	-7.8	i	i	4.6
Cn1c(=O)c2c(ncn2CC(=O)Nc2ccccc2Sc2ccccc2)n(C)c1=O	2.5	i	i	i	i	i	i	-5.4	i	i	2.3
COc1ccc(C(=O)COC(=O)c2cccnc2Cl)c(OC)c1	14.2	i	i	i	i	i	i	-5.4	i	i	0.3

From PubChem
